# NPC1 promoter act: NPC1 promoter activation | 320,000 tested, 2.4% active | Huh7 NPC1 promoter luciferase reporter, 24 h | Potency, µM (top dose mostly 9.22 µM), for the others: at the top dose activation, hits mostly activators;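 further: potency means the concentration at half of the fitted maximal effect; % of control where 0% means no effect; nearly all actives have a fitted effect of over 60% in size; reporter is driven by a mutant NPC1 promoter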
#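 Luminescence from an NPC1 promoter-driven luciferase reporter in stably transfected Huh7 cells was measured after 24 h compound treatment at 37 °C, followed by 10 min ambient incubation with luciferase detection reagent.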
# Gal4-VP16 FLuc: counter-screen for ROR gamma inhibitors: Gal4-VP16 reporter. Drosophila S2 Gal4-VP16 UAS-luciferase, luminescence, 20 h. Potency, µM (highest dose often 53.6 µM), without a hit: at the highest dose activity, negative = inhibition, actives largely listed as inhibitors. 310,000 tested, 3.5% active;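 further: Gal4-VP16 expression switched on by copper sulfate through the metallothionein promoter; potency means the concentration at half of the fitted maximal effect; on the % scale 0 is the no-effect control and ±100 the full control effect; nearly all actives have a fitted effect of over 50% in size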
# ELG1 repair inh: ELG1-dependent DNA repair inhibition; HEK293T ELG1-luciferase reporter, luminescence, 16 h; DNA damage induced by 5-fluorouridine; Potency, µM (top dose mostly 46.1 µM), inactives show at the top dose activity change, negative = inhibition, actives largely listed as inhibitors; 330,000 tested, 2.3% active; further: potency means the concentration at half of the fitted maximal effect; on the % scale 0 is the no-effect control and ±100 the full control effect; nearly all actives have a fitted effect of over 55% in size
#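 5-Fluorouridine DNA damage + compound/DMSO, 2,000 cells/well, 16 h, 37 °C/5% CO2. ONE-Glo, 30 min RT, luminescence. Readout = decrease in reporter signal.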
# Rab9 promoter act: activators of Rab9 promoter; Huh7 Rab9 promoter-luciferase reporter, luminescence, 24 h; Potency, µM (doses to about 9.22 µM), for the others: at the top dose activation, negative = inhibition, hits mostly activators; 320,000 tested, 2.8% active; further: potency means the concentration at half of the fitted maximal effect; % of control where 0% means no effect; nearly all actives have a fitted effect of over 60% in size
#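 Promoter activation is measured as luciferase luminescence in Huh7 cells stably transfected with a Rab9 promoter–luciferase construct, following 24 h compound exposure at 37 °C and 10 min reagent incubation at ambient temperature.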
# TRPV1 ag: activates the human vanilloid receptor TRPV1; activation, % at 8.33 µM; TRPV1-expressing cells, Fluo-8 calcium influx, agonist mode; 320,000 tested, 0.19% active; Q8NER1; in the data active means activation above about 80%; inconclusive means between about 30% and that limit; further: 0% is about no effect
#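 TRPV1-expressing cells were cultured overnight at 35.5C and loaded with Fluo-8 calcium dye for 40 to 90 min at room temperature. After a 10 s baseline, compound was added and calcium influx was read kinetically for 3 min (ex 480/em 520 nm).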
# FLuc counter: firefly luciferase modulation, counter-screen for miR-21 project; Potency, µM (top dose mostly 57.5 µM), inactives show top-dose activity change, negative = inhibition, hits mostly inhibitors; 360,000 tested, 6.9% active; AID 588342; purified FLuc, Km substrates, luminescence inhibition; P08659;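 further: potency means the concentration at half of the fitted maximal effect; plate controls were vehicle for no effect and reference inhibitor for full effect; nearly all actives have a fitted effect of over 55% in size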
#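 Purified P. pyralis luciferase (10nM final) with 10uM D-luciferin and 10uM ATP (Km levels) in 50mM Tris acetate pH 7.5, 10mM Mg acetate, 0.01% Tween-20, 0.05% BSA; qHTS 6-point titration, ~60 µM downward; luminescence read.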
# RORgamma inh: blocks mouse ROR gamma transcriptional activity; P51450; Drosophila S2 Gal4-RORgamma UAS-luciferase reporter, 20 h; Potency, µM (top dose mostly 53.6 µM), inactives show at the highest dose activity change, negative = inhibition, usual class: inhibitors; 310,000 tested, 5.4% active; AID 2551; further: potency means the concentration at half of the fitted maximal effect; on the % scale 0 is the no-effect control and ±100 the full control effect; nearly all actives have a fitted effect of over 60% in size
#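 Schneider cells (Drosophila), stable Gal4 DBD–ROR gamma + UAS-luc; 1 hr cmpd preincubation; Cu2+ induction 700 uM final; 20 hr ambient; luminescence.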
# BRCA1 expr up: activators of BRCA1 expression; MCF7-BRCA1-FFLuc reporter, luminescence, 48 h; response scale: scaled: vehicle 0%, 10 µM genistein 100%; 380,000 tested, 1.1% active; Potency, µM (top dose mostly 46.1 µM), inactives show at the top dose activation, hits mostly activators; AID 624202; further: potency means the concentration at half of the fitted maximal effect; nearly all actives have a fitted effect of over 80% in size; some results filed as inactive show a strong effect at the top dose
#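 Quantitative HTS in MCF7 cells stably reporting BRCA1 expression via firefly luciferase. Compound treatment lasts 48 h at 37 °C in phenol-red free MEM. Activation is expressed relative to genistein at 10 microM and DMSO.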
# p53 reactivator: re-activators of mutant p53; Potency, µM (top dose mostly 92.2 µM), for inactives: top-dose activity change, positive = activation, most hits filed as activators; H1299 p53-A138V BP100-luciferase reporter, luminescence, 24 h; 320,000 tested, 0.063% active; further: potency means the concentration at half of the fitted maximal effect; % of control where 0% means no effect; nearly all actives have a fitted effect of over 45% in size
#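 p53-null H1299 cells stably carrying temperature-sensitive p53-A138V and a BP100-luciferase reporter were pinned with compounds (4-point, 1:5 series) and held 24 hrs at 37 deg C. Luminescence was read 10 min after detection reagent.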
# ELG1 genotoxic: genotoxicity induction in ELG1-luciferase HEK293T cells. HEK293T ELG1-luciferase reporter, luminescence, 16 h. Potency, µM (series often up to 46 µM), without a hit: at the top dose activity change, positive = activation, usual class: activators. 330,000 tested, 1.3% active; further: potency means the concentration at half of the fitted maximal effect; % of control where 0% means no effect; nearly all actives have a fitted effect of over 60% in size
#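 Luminescence read-out: rising ELG1-luciferase signal, reflecting elevated ELG1 protein under genetic stress, flags genotoxic compounds. Cells were treated for 16 hr at 37 °C before ONE-Glo detection.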
# Tb PFK inh: T. brucei PFK enzyme inhibition; O15648; T. brucei PFK, ADP-Glo luminescence; 330,000 tested, 0.17% active; Potency, µM (titrated, usually from 57.5 µM), without a hit: at the top dose activity, negative = inhibition, hits mostly inhibitors; AID 485367;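 further: potency means the concentration at half of the fitted maximal effect; 0% = uninhibited 1x PFK enzyme wells and -100% = no-enzyme wells; nearly all actives have a fitted effect of over 60% in size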
#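 1.25 nM PFK with 0.5 mM F6P and 0.1 mM ATP in 0.1 M TEA pH 8.0, 5 mM MgCl2, incubated 45 min at room temperature; ADP measured by ADP-Glo luminescence; compounds titrated up to 57 uM.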
# Numbers without * were called inactive; ? = inconclusive; . = not tested or not shown; [ ] = another dose, or the depositor's remark. Unless noted, the call rests on the fitted dose curve; in most records, active means well fitted curve in the direction sought with a large enough effect; inconclusive means small, poorly fitted or top-dose-only effect, or another doubt; inactive means no such curve, though single readings can be large; an effect the other way counts as inactive or inconclusive.
SMILES,NPC1 promoter act,Gal4-VP16 FLuc,ELG1 repair inh,Rab9 promoter act,TRPV1 ag,FLuc counter,RORgamma inh,BRCA1 expr up,p53 reactivator,ELG1 genotoxic,Tb PFK inh
CN1CCN(C(CNS(=O)(=O)c2cccs2)c2cccnc2)CC1 (centres undefined),-2%,-18%,18%,-2%,-1,0%,-1%,32%,5%,4%,-1%
CCOC(=O)C1CCN(S(=O)(=O)c2cn(C)c(=O)n(C)c2=O)CC1,1%,2%,8%,-4%,5,1%,5%,14%,-7%,-9%,-6%
O=C(OCCN1C(=O)c2ccccc2C1=O)c1cc(S(=O)(=O)N2CCOCC2)ccc1F,.,23%,.,.,5,3%,-6%,-7%,.,.,.
CCCC(=O)N(CCN1CCOCC1)c1nc2c(OC)ccc(OC)c2s1,2%,-1%,3%,5%,7,0%,0%,0%,-2%,3%,0%
Cc1ccc(NC(=O)CCCNC(=O)c2ccc(Cl)cc2)nc1,16%,22%,?,25%,8,?,?,?,18%,?,-1%
COc1ccccc1-c1cc2nc(C)c(CCC(=O)NCc3ccco3)c(C)n2n1,1%,1%,-26%,0%,16,-20%,-25%,-45%,-19%,-2%,1%
O=c1cc2ncc(-n3cc([N+](=O)[O-])cn3)cn2[nH]1,-4%,0%,2%,1%,-3,1%,18%,-8%,-7%,0%,20%
Cc1ccc(S(=O)(=O)N(CC(=O)Nc2cc(C)ccc2C)C(=O)N2CCN(C)CC2)cc1,0%,.,17%,-4%,-1,11%,.,0%,-4%,1%,-8%
COc1ccccc1NC(=O)CSc1nnc(Cc2cccn2C)n1-c1ccc(F)cc1,-4%,-1%,?,-1%,-4,7%,-40%,-5%,-6%,-8%,0%
O=C(COC(=O)c1ccc(S(=O)(=O)N2CCCC2)cc1)NCc1cccs1,-1%,0%[10 µM],5%,-7%,20,3%,-6%,0%,6%,4%,-8%
Cc1ccc(S(=O)(=O)Nc2cccc(C(=O)NC3CCN(Cc4ccccc4)CC3)c2)cc1F,-5%,.,-22%,-17%,25,11%,.,-48%,-3%,0%,-5%
COc1ccc(CNc2ncc(-c3ccccc3)n2C)c(OC)c1OC,2%,1%,-23%,-2%,0,-10%,-13%[1.91 µM],-1%,.,-6%,-4%
CC(O)[C@H]1CN=C(N)N1CCCCC1CCCCC1 (some centres undefined),-4%,2%,-13%,-8%,-3,0%,-22%,0%,-4%,-8%,4%
O=C(CSc1nnc(-c2cccs2)o1)NCc1ccco1,-4%,-11%,5%,0%,-1,4%,-8%,-7%,-1%,0%,1%
COn1c(-c2ccc(Cl)cc2)nc2ncccc21,?,13%,?,?,0,21µM*,7%,7.1µM*,13%,?,1%
COc1ccccc1-c1noc(CSc2nc(C)cc(=O)[nH]2)n1,-3%,7%,-1%,-1%,3,-16%,20%,0%,1%,2%,-4%
CCN(CC)CCN1C(=O)C(O)=C(C(=O)c2cc3cccc(OC)c3o2)C1c1ccc(F)cc1 (centres undefined),0%,-2%,?,-1%,0,2%,-20%,-3%,-3%,1%,-4%
O=C(NCCN1CCCCC1)Nc1ccc(F)cc1,-2%,0%,0%,-3%,1,0%,-12%,-1%,.,1%,-3%
CC(=O)C1=C(O)C(=O)OC1c1ccc(C)cc1 (centres undefined),-7%,1%,-13%,-2%,2,-10%,-8%,2%,0%,8%,-1%
Nc1oc2ccccc2c1C(=O)Cc1ccccc1O[C@@H]1O[C@H](CO)[C@@H](O)[C@H](O)[C@H]1O,-3%,.,-3%,-2%,2,4%,.,27%,6%,-15%,-13%
CCN(CC(=O)N1CCN(Cc2ccccc2)CC1)S(=O)(=O)c1ccccc1,-2%,-7%,-3%,9%,1,5%,-6%,-6%,-1%,-2%,-1%
OCC[C@@H]1C[C@@H](O)[C@H](O)[C@@]2(Cc3ccccc3CCO2)O1,-1%,-1%,8%,-5%,-3,0%,-1%,10%,.,2%,-1%
CCOC(=O)N1CCN(C(=O)CN(c2ccc(C)cc2)S(=O)(=O)c2c(C)noc2C)CC1,0%,-2%,1%,-7%,2,1%,6%,-6%,6%,-6%,-2%
C/C(=N\NC(=O)c1cc(O)cc(O)c1)c1ccc(NC(=O)Cc2ccccc2)cc1,21%,26%,?,29%,1,?,?,90%,?,?,?
O=C(CSC1=NS(=O)(=O)c2ccccc2N1)Nc1ccccc1F,0%,.,13%,3%,2,?,.,9%,2%,4%,-15%
CC(=O)c1nc2ccccc2n1S(=O)(=O)c1ccc(Cl)cc1,1%,-7%,1%,-6%,-2,2%,-21%,-1%,9%,1%,0%
COC(=O)/C=C1/S/C(=N/NC(=O)c2ccc(Cl)cc2Cl)NC1=O,1%,?,18%,2%,-3,3%,?,-24%,0%,2%,1%
CCCn1c(C(O)c2ccc(C)cc2)nc2ccccc21 (centres undefined),-1%,?,-6%,-6%,1,0%,2.8µM*,3%,.,-6%,3%
CCC(C(=O)NC(C)(C)C)N(Cc1ccccc1Cl)C(=O)c1snc(C(N)=O)c1N (centres undefined),0%,0%,-26%,0%,0,-2%,-2%,-17%,?,-5%,3%
O=C(CSc1nnc(-c2ccco2)n1-c1ccccc1)Nc1c(Cl)cc(Cl)cc1C(=O)O,.,.,5%,.,.,.,.,-10%,11%,0%,-1%
CSc1ncccc1C(=O)N1CCN(C(=O)c2ccccc2)CC1,-1%,-5%,2%,-1%,12,-1%,-2%,21%,0%,-8%,0%
CCCCCOC(=O)C1=C(C)NC(=O)NC1c1ccc(N(C)C)cc1 (centres undefined),-4%,-1%,-3%,3%,3,1%,18%,-12%,.,0%,-2%
O=C1c2ccccc2C(=O)c2[nH]c(=O)[nH]c21,-17%,7.1µM*,7.3µM*,-34%[inhibitor],-3,0%,4µM*,-93%,-13%,-19%,-6%
CCN(CC)CCN(C(=O)c1cccc([N+](=O)[O-])c1)c1nc2ccc(OC)cc2s1,0%,-10%,18%,0%,2,1%,-5%,-2%,8%,-1%,-4%
O=C(COc1ccccc1Br)NCc1ccco1,1%,6%,?,3%,2,?,23%,68%,20%,8%,16%
CCOC(=O)C1CCCN(C(=O)CCc2nnc(-c3ccc(C(C)=O)s3)o2)C1 (centres undefined),2.5µM*,-2%,?,0.79µM*,-6,11µM*,2%,13µM*,?,18µM*,3%
COc1cc(C)c(C(C)C)cc1S(=O)(=O)N1CCOCC1,1%,8%,3%,2%,1,2%,-11%,75%,0%,1%,-4%
COc1ccc(C(=O)NCCc2nnc3ccc(SCC(=O)NCc4ccccc4)nn23)cc1,?,17%,?,13%,?,?,20%,-21%,13%,-1%,0%
Cc1ccc(NC(=O)CSc2nnc(CNC(=O)c3ccco3)n2C)cc1,4%,.,12%,-1%,?,4%,.,8%,2%,4%,19%
O=C(CNC(=O)c1ccccc1)OCC(=O)c1cccs1,-6%,3%,-12%,0%,-1,2%,-20%,-12%,6%,0%,-1%
CCOC(=O)c1nc(S(C)(=O)=O)ncc1N1CCOCC1,0%,-4%,-10%,3%,0,3%,-1%,-2%,-18%,-3%,1%
CN(C)CCCOc1nc2c(c(=O)n(C)c(=O)n2C)n1C,-1%,-6%,-3%,0%,-2,-3%,?,4%,-2%,1%,0%
COCC(=O)N1CCC(Oc2ccc(C(=O)NC3CCOC(C)(C)C3)cc2)CC1 (centres undefined),2%,7%,3%,6%,-1,-2%,12%,-3%,4%,4%,1%
CN(C)C(=S)Nc1ccc2ccccc2c1,1%,?,?,2%,8,1%,16µM*,0%,-2%,2%,9%
Cc1ccc(CNC(=O)CSc2nc(C)cc(C)c2C#N)cc1,-3%,1%,-3%,7%,5,4%,-2%,-5%,-1%,-1%,4%
CCCc1cc(C(=O)N(C)CC(=O)Nc2ccc(OCC)c(OCC)c2)sc1C,-1%,.,-22%,1%,-4,0%,.,2%,-3%,-5%,-14%
CCOC(=O)c1cc(-c2ccccc2C)nn1CC1CC(c2cccnc2)=NO1 (centres undefined),.,.,?,.,.,.,.,-15%,-4%,-1%,1%
CCn1c(SCC(=O)NCC2CCCO2)nc2c([nH]c3ccccc32)c1=O (centres undefined),1%,-5%,-30%,2%,0,-2%,-18%,-35%,-6%,11%,-13%
CCCCC1CCC(C(=O)NCC(c2ccco2)N2CCOCC2)CC1 (centres undefined),-3%,-5%,-27%,0%,0,1%,22%,.,0%,-2%[9.26 µM],0%
COc1cc(C(=O)Nc2nc(OC)c(-c3ccccc3)c(OC)n2)cc(OC)c1OC,-2%,7%,9.2µM*,-1%,-3,3%,-29%,12%,2%,-15%,-3%

# High-throughput results deposited in PubChem by National Center for Advancing Translational Sciences (NCATS).
